# Screening results: PubChem BioAssay, several laboratories
# CDK5 inh: inhibitors of human CDK5/p35 kinase, primary screen, biochemical, single concentration | 330,000 tested, 0.01% active | inhibition, % at 10 µM | Recombinant CDK5/p35, ADP-Glo luminescence, 60 min | AID 488839, 2010;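 active means highest replicate inhibition of at least 50% and at least 75% of replicates reaching 50%; inconclusive means only one of the two criteria met; inactive means both criteria failed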;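 further: plate controls were DMSO neutral control for no effect and GW8510 at 10 µM for full effect; many of its hits are not listed in these tables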
# PvdQ inh: P. aeruginosa PvdQ acylase inhibitors, primary screen, biochemical, fluorescence, plate reader and imaging, single point; AID 488965, 2010; purified PvdQ acylase; 340,000 tested, 0.063% active; inhibition, % at 10 µM; in the data active means inhibition above about 30%, passing the limit was not always enough; inconclusive means no clear call, values can overlap the other calls;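 further: 0% = vehicle neutral wells and 100% = reference inhibitor wells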
# Rtt109 HAT inh: inhibitors of C. albicans Rtt109/Vps75 HAT, primary screen, biochemical, ThioGlo CoA-SH fluorescence, plate reader. Histone acetyltransferase RTT109 (Candida albicans (strain SC5314 / ATCC MYA-2876)), …. purified Rtt109/Vps75, 4 h. inhibition, % at 34.9 µM. 330,000 tested, 0.16% active. AID 540336, 2011;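 active means inhibition of at least 50% in every replicate; inconclusive means best replicate reaches 50% inhibition but some replicates fall short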
# Target sequence (Q5AAJ8 whole entry, looked up): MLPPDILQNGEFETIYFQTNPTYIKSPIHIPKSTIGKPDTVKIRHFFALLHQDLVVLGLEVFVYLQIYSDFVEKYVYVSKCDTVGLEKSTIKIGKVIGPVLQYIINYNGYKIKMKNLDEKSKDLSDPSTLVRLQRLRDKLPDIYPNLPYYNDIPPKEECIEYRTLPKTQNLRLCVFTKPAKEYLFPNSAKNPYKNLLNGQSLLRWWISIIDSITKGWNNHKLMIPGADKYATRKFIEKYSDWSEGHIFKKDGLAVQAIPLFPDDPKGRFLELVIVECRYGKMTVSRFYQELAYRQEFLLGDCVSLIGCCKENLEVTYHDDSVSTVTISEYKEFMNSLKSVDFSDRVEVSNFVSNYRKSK
# Mot1-301 SUMO: yeast Mot1-301 growth rescue at high temperature, primary screen, SUMOylation pathway inhibitor project, S. cerevisiae, ATP luminescence, 38.5C; S. cerevisiae Mot1-301 growth rescue; percent above DMSO median, 100 means doubled; 320,000 tested, 1% active; growth rescue, % at 18.8 µM;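 active means every valid replicate shows activation above 250% relative to neutral control wells; inactive means the rest, any valid replicate at or below 250%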;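 further: OY570 slx delta 5 strain wells were the positive control but not used for scaling; some compounds called inactive have numbers as strong as hits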
# cardiac RTF act: cardiac RTF calcium sensitivity activators, primary screen, biochemical, IANBD-TnC fluorescence, EC20 calcium. Troponin I, cardiac muscle (Homo sapiens) + Troponin T, cardiac muscle (Homo sapiens) + …. IANBD-labeled TnC RTF fluorescence at EC20 calcium; 0% EC20 calcium, 100% full calcium. activation, % at 7.2 µM. 340,000 tested, 0.24% active. AID 493008, 2010;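 active means activation above the mean over all tested compounds plus 3 SD, cut at about 30% in these data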;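 further: rise in fluorescence read as greater calcium sensitivity of cardiac thin filaments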
# Keap1 Nrf2 FP: Keap1-Nrf2 protein-protein interaction inhibitors, primary screen, biochemical, fluorescence polarization, single point. Keap1 Kelch-Nrf2 peptide fluorescence polarization, 1536-well. inhibition, % at 9.4 µM. 340,000 tested, 0.15% active. AID 504523, 2011; in the data active means inhibition above about 12%; inconclusive means no clear call, values can overlap the other calls; inactive means below about 7.3%;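 further: human Keap1 Kelch domain with fluorescein labeled Nrf2 9mer peptide probe; 0% = neutral control wells and 100% = peptide positive control; higher means more block of Keap1 binding to Nrf2 peptide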
# Target sequence (Q14145 whole entry, looked up, the tested form may be a part): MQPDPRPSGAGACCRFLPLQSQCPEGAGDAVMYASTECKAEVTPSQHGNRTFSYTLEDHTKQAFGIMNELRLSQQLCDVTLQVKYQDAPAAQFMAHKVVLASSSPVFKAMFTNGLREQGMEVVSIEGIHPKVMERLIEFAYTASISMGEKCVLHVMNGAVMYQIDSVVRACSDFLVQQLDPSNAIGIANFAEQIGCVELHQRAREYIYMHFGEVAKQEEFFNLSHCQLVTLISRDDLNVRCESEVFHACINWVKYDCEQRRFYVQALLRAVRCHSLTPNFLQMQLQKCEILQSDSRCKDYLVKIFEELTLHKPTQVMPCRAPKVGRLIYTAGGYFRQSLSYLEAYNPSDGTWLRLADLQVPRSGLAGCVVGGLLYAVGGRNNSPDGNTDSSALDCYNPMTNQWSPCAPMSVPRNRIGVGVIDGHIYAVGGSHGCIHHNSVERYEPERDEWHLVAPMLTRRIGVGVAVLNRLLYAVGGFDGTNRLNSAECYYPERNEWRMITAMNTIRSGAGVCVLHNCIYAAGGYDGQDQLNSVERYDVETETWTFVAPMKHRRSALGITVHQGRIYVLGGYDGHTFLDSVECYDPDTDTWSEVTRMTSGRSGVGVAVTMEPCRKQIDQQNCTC
# NSD2 inh: NSD2 histone methyltransferase inhibitors, primary screen, biochemical, AlphaScreen, single concentration, set 2 | inhibition, % at 12.5 µM | NSD2 peptide methylation, 120 min | 310,000 tested, 0.54% active; in the data active means inhibition above about 50%
# dFosB act: activators of delta FosB homodimer, primary screen, biochemical, fluorescence polarization, TAMRA-CDK5 oligo, single point; AID 493131, 2011; Protein FosB (Mus musculus), P13346; 340,000 tested, 0.99% active; activation, % at 25 µM; purified delta FosB; percent of positive-control signal above neutral wells;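 active means mean activation above about 17%, with every replicate also reaching it, limit read from the data, passing the limit was not always enough; inconclusive means only one of the two conditions met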;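 further: fluorescence polarization rise as delta FosB binds a TAMRA Cdk5 AP-1 oligo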
# C-LANA FP: inhibitors of KSHV C-LANA binding to DNA, primary screen, biochemical, fluorescence polarization, FAM-LBS DNA, MBP-C-LANA, single point. AID 504423, 2011. inhibition, % at 9 µM. 340,000 tested, 0.078% active;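 active means highest replicate inhibition at or above 60% at 9 µM, even if other replicates fall short; inactive means all replicates below 60% inhibition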;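 further: 0% = neutral control wells and 100% = 4 µM acridine orange control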
# PfHsp90 set2: growth inhibition of PfHsp90-expressing yeast, primary screen, antimalarial PfHsp90 inhibitor project, S. cerevisiae, BacTiter-Glo luminescence, single point, set 2; 310,000 tested, 0.32% active; BacTiter-Glo ATP, 48 h; yeast lacking PDR1 and PDR3 efflux regulators; inhibition, % at 9.4 µM; AID 504621, 2011;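 active means every replicate shows inhibition above about 80%, whatever the replicate mean, limit read from the data; inconclusive means mean inhibition reaches the set limit but some replicate falls short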;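 further: 0% = DMSO neutral controls and 100% = 20 µM radicicol positive controls; yeast relying on Plasmodium falciparum Hsp90 in place of its own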
# RTF Ca sens inh: cardiac RTF calcium sensitivity inhibitors, primary screen, biochemical, IANBD-TnC fluorescence, EC70 calcium | 340,000 tested, 0.12% active | IANBD-labeled cardiac RTF, Ca2+ fluorescence | AID 493244, 2011 | inhibition, % at 7.15 µM;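 active means inhibition above the mean inhibition of all tested compounds plus 3 SD, cut at about 17% in these data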;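 further: assay run at fixed EC70 calcium of 1.6 mM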
# An asterisk follows results filed as active; u = inconclusive; x = not tested or not shown.
1	O=C(NCc1ccc(Cl)cc1)c1ncn[nH]1
2	O=C(CC1C(=O)NCCN1Cc1ccc(F)c(F)c1)NCCn1cccn1 (centres undefined)
3	O=C(c1ccco1)N1CCN(C(=O)c2cccc3c2C(=O)N(Cc2cccnc2)C3)CC1
4	COc1ccc(B(O)O)c(CN2CCN(C(=O)OC(C)(C)C)CC2)c1
5	CCCCOc1ccc(-c2nnn(CC(=O)NCCc3c[nH]c4ccccc34)n2)cc1
6	CN(CC(=O)NC(=O)NC1CCCCC1)CC(=O)Nc1ccc(Cl)cc1
7	Cc1cccc(-n2nnc(C(=O)NCc3ccccc3)c2N)c1
8	COc1ccc(CCNC(=O)C(=O)NCC2OCCN2S(=O)(=O)c2cc(F)ccc2F)cc1 (centres undefined)

assay / compound	1	2	3	4	5	6	7	8
CDK5 inh	-0.2	0.9	-1.1	1.0	-0.8	-1.5	0.5	0.8
PvdQ inh	-21	0	-6	0	-13	-12	-8	2
Rtt109 HAT inh	-5	-5	0	2	3	-1	-11	7
Mot1-301 SUMO	4	3	-16	x	-9	-20	6	-7
cardiac RTF act	-4	-4	3	-1	5	1	-1	1
Keap1 Nrf2 FP	2	0	-3	1	-2	-1	-1	-1
NSD2 inh	-11	-2	x	x	-2	0	-7	x
dFosB act	-2	-5	-1	-3	0	-15	-7	-9
C-LANA FP	-0.5	2.3	1.9	-3.3	-1.2	-0.3	-0.1	0.4
PfHsp90 set2	-9	14	-16	-20	0	20	-199	-6
RTF Ca sens inh	-7	-4	0	0	-1	-3	-5	-4

9	N#Cc1nc(-c2ccc(F)cc2)oc1N1CCN(C(=O)c2ccco2)CC1
10	O=C(CNS(=O)(=O)c1cccc2nsnc12)NC1CCCCC1
11	O=C(Nc1ccc2c(c1)Cc1ccccc1-2)c1ccc(Br)o1
12	CCC1(CC)NC(=O)N(CC(=O)Nc2ccc(C)cc2C)C1=O
13	O=C(Nc1ccc2sccc2c1)c1cccc(N2C(=O)CCC2=O)c1
14	Cc1ccc(/C(O)=C2\C(=O)C(=O)N(C)C2c2ccc(Br)cc2)cc1 (centres undefined)
15	Cn1c(CNC(=O)C2CCC(=O)N(CCc3cccc(F)c3)C2)nc2ccccc21 (centres undefined)
16	C=CCNC(=O)COC(=O)CCC(=O)c1cccs1

assay / compound	9	10	11	12	13	14	15	16
CDK5 inh	-2.9	-1.9	0.8	-1.4	-0.5	-0.5	0.2	-1.5
PvdQ inh	-13	-12	2	-14	-14	4	-7	-11
Rtt109 HAT inh	-8	10	-16	-2	-5	-7	2	-9
Mot1-301 SUMO	0	-12	4	15	-1	6	7	99
cardiac RTF act	-2	1	-4	-2	7	-6	-1	0
Keap1 Nrf2 FP	-8	-1	-2	3	-5	-1	-4	-4
NSD2 inh	-2	x	-1	0	-3	0	2	-3
dFosB act	-1	-5	7	-3	0	-1	-13	2
C-LANA FP	0.9	0.4	0.5	-1.1	0.0	-1.1	1.2	1.0
PfHsp90 set2	-7	23	10	-7	-37	-7	-2	-10
RTF Ca sens inh	-7	2	8	-2	-9	0	-12	-11

17	CCCn1c(CCC(=O)O)ccc1-c1cccs1
18	O=C(COc1ccccc1)NC(NC(=S)Nc1ccccc1C(=O)O)C(Cl)(Cl)Cl (centres undefined)
19	CN1CC2(C(=O)c3ccccc3)CN(C)CC(C(=O)c3ccccc3)(C1)C2
20	O=C(CCCOc1ccccc1)N1CCCc2ccccc21
21	CCCCn1c(SCC(=O)N2CCCC2=O)nc2cc(S(N)(=O)=O)ccc21
22	COC(=O)C(NC(=O)c1ccco1)(Nc1nc(C2CC2)cs1)C(F)(F)F (centres undefined)
23	Cc1ccc(NS(=O)(=O)c2ccc3c(c2)NC(=O)CCS3)c(Br)c1
24	O=C(O)c1ccc(COc2ccc3ccccc3c2/C=C2/NC(=O)N(c3ccccc3)C2=O)cc1

assay / compound	17	18	19	20	21	22	23	24
CDK5 inh	1.3	0.3	1.9	0.8	0.1	0.2	0.9	0.1
PvdQ inh	-19	2	-17	5	-6	4	-17	3
Rtt109 HAT inh	-12	8	3	2	-3	-7	-7	20
Mot1-301 SUMO	9	-14	-14	4	24	353	-6	-7
cardiac RTF act	-2	5	5	1	-3	-2	-4	-5
Keap1 Nrf2 FP	0	1	-3	1	-3	3	-3	4
NSD2 inh	7	4	-2	-5	0	x	0	1
dFosB act	2	-2	-6	-12	-8	-2	1	-8
C-LANA FP	2.5	0.9	-0.8	0.8	1.1	1.4	-0.6	3.7
PfHsp90 set2	6	x	2	-17	-8	-21	13	x
RTF Ca sens inh	-6	5	-1	-2	-2	-11	-6	3

# 4 compounds out of the list above, sorted by the number in Rtt109 HAT inh, high to low:
no. | SMILES | Rtt109 HAT inh
18 | O=C(COc1ccccc1)NC(NC(=S)Nc1ccccc1C(=O)O)C(Cl)(Cl)Cl (centres undefined) | 8
20 | O=C(CCCOc1ccccc1)N1CCCc2ccccc21 | 2
21 | CCCCn1c(SCC(=O)N2CCCC2=O)nc2cc(S(N)(=O)=O)ccc21 | -3
23 | Cc1ccc(NS(=O)(=O)c2ccc3c(c2)NC(=O)CCS3)c(Br)c1 | -7

# The list continues.
25	Cc1cc(C(=O)Cn2nc(C(=O)O)c3ccccc3c2=O)c(C)n1-c1ccc(F)cc1
26	O=C(Oc1ccccc1-c1csnn1)c1cccs1
27	Nc1ncnc(Nc2cccc(F)c2)n1
28	CCOC(=O)c1cc(C)sc1NC(=O)CSC1=NCCS1
29	O=C(COc1ccccc1Cl)Nc1cc(Cl)ccc1Oc1ccccc1
30	CCc1ccccc1NC(=O)c1cccc(N2C(=O)C3C4CCC(C4)C3C2=O)c1 (centres undefined)
31	Cc1nc(N=C(N)N)nc2ccccc12
32	Cc1ccc(CCNS(=O)(=O)c2ccc3c(c2)NC(=O)C(C)C(=O)N3)cc1 (centres undefined)

assay / compound	25	26	27	28	29	30	31	32
CDK5 inh	1.0	-7.4	3.0	0.6	-0.2	0.3	-0.3	0.1
PvdQ inh	-12	-7	-12	1	-8	-6	1	-11
Rtt109 HAT inh	-3	-3	-8	5	0	-3	19	3
Mot1-301 SUMO	-7	221	2	8	-29	5	-2	2
cardiac RTF act	1	-1	-1	0	0	-4	1	4
Keap1 Nrf2 FP	-6	0	2	1	1	4	-3	-2
NSD2 inh	0	7	-3	0	3	24	6	x
dFosB act	-7	-5	-4	-10	4	-6	-4	-6
C-LANA FP	3.0	-0.5	0.5	-0.4	-0.1	-0.7	-2.7	-0.3
PfHsp90 set2	-9	11	-6	-11	-6	-5	3	5
RTF Ca sens inh	-7	-17	-4	2	0	0	-5	-6

33	O=C(/C(=C/c1ccc(Cl)cc1)c1nc2ccccc2[nH]1)c1ccccc1
34	CC(=O)N/C(=C\c1ccccc1)C(=O)OCC(=O)Nc1cc(S(=O)(=O)N(C)C)ccc1Cl
35	S=C(NCc1ccccc1Cl)NC1CCCC1
36	C=CCc1cccc(/C=N/NC(=O)C[n+]2ccccc2)c1O
37	N#Cc1c(C(F)(F)F)cc(-c2ccc(Cl)c(Cl)c2)nc1SCCN1CCOCC1
38	O=C(CC1C(=O)NCCN1CC1CCCCC1)NCc1cc(F)ccc1F (centres undefined)
39	CCc1cccc2c(C(=O)CN3C(=O)NC4(CCCCCC4)C3=O)c[nH]c12
40	COC(=O)c1ccccc1Sc1snnc1C

assay / compound	33	34	35	36	37	38	39	40
CDK5 inh	1.8	1.3	-0.7	-0.5	0.4	-3.2	0.0	-0.7
PvdQ inh	-11	2	2	6	7	-11	-11	-5
Rtt109 HAT inh	-19	u	x	1	-3	0	6	-1
Mot1-301 SUMO	137	x	234	84	20	-2	99	-4
cardiac RTF act	5	-5	2	-1	4	-4	1	-5
Keap1 Nrf2 FP	-3	-2	-8	6	-5	-2	-7	-4
NSD2 inh	7	-1	1	-3	5	-6	-1	-4
dFosB act	-2	-12	5	-5	-8	2	-13	2
C-LANA FP	2.5	0.4	-1.0	0.5	-0.5	-0.9	-1.7	0.0
PfHsp90 set2	98*	12	-4	-1	x	-67	3	13
RTF Ca sens inh	0	-11	-12	-1	-10	-13	1	-8

41	COc1cccc(/C=C2\Oc3cc(OCC(=O)N4CCCC4)ccc3C2=O)c1OC
42	COCCn1c(CN2CCN(C)CC2)nc2c1c(=O)n(C)c(=O)n2C
43	CCCN1C(=O)/C(=C/c2c(NCCCOC(C)C)nc3c(C)cccn3c2=O)SC1=S
44	CCC(C)c1ccc(OCC(=O)Nc2ccc(Cl)cn2)cc1 (centres undefined)
45	Cc1cc(O)c(C(C)C)cc1N=Cc1cc([N+](=O)[O-])ccc1O
46	CCN(CC)S(=O)(=O)c1ccc(/C=C/C(=O)N(c2ccccn2)C2CCCCC2)cc1
47	CCOc1ccc(C(=O)Nc2ccc(CN3CCOCC3)cc2)cc1Cl
48	Cc1ccc2cc(C)c(SCC#N)nc2c1

assay / compound	41	42	43	44	45	46	47	48
CDK5 inh	1.3	-0.6	2.2	-4.2	-0.3	-0.8	2.3	0.5
PvdQ inh	1	1	14	-5	9	-2	-13	-11
Rtt109 HAT inh	1	6	-12	1	3	-2	-18	10
Mot1-301 SUMO	203	x	84	16	242	97	160	x
cardiac RTF act	-7	3	12	0	-5	8	-1	1
Keap1 Nrf2 FP	-3	-3	-5	-3	-2	-1	-3	3
NSD2 inh	-2	x	x	-3	x	6	-3	0
dFosB act	-7	7	-10	-1	-3	-6	-9	-9
C-LANA FP	-0.4	-1.9	2.5	-0.1	0.4	-1.1	-0.2	-0.7
PfHsp90 set2	-12	2	-23	13	5	x	-12	-6
RTF Ca sens inh	-3	-2	-21	-1	4	-4	-4	-1
